Source: PubChem (NMMLSC)
GRK2 aptamer HTS: inhibitors of human GRK2 displacing RNA aptamer. P25098. bead flow cytometry, FAM-aptamer displacement from GRK2. inhibition of aptamer binding, % at 10 µM. hit rate 0.59% among 330,000. AID 488847;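 active = inhibition of aptamer binding above 40%, roughly 3 SD of noise, on plates passing a quality check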;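 note: median bead fluorescence of bound FAM aptamer so fluorescent compounds give negative values; no value below 0 was filed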
Target sequence (P25098 whole entry, looked up): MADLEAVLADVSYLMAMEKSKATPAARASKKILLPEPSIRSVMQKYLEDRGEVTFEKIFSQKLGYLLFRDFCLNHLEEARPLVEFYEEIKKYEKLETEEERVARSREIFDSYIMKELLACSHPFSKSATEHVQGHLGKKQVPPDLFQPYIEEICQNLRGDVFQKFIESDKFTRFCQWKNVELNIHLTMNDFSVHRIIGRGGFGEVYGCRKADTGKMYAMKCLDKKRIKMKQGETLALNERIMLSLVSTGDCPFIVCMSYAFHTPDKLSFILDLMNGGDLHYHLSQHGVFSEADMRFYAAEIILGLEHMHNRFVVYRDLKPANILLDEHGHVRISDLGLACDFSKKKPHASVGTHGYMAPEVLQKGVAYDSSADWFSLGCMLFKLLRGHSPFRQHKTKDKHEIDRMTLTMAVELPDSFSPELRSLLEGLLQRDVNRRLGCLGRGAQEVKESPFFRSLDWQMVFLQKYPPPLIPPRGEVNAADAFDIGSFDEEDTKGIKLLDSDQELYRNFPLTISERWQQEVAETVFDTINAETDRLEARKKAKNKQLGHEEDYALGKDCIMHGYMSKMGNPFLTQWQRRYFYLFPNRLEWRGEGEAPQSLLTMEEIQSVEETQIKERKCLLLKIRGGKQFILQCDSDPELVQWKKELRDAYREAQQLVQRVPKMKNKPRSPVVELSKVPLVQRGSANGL
MEP2-GFP yeast: modulators of TOR pathway MEP2-GFP in S. cerevisiae; S. cerevisiae MEP2-GFP strain, flow cytometry GFP, 3 h; 100% = DMSO control level; GFP response vs DMSO, % at 10 µM; hit rate 0.51% among 330,000;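 active = GFP response versus DMSO above a set limit, roughly screen mean plus 3 SD, cut at about 180% in these data; inconclusive = fewer than 70 cells counted for a yeast strain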;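 note: median GFP fluorescence of the barcode-gated MEP2-GFP cells per well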
CIT2 TOR yeast: modulators of TOR pathway CIT2-GFP in S. cerevisiae. GFP response vs DMSO, % at 10 µM. hit rate 0.065% among 320,000. S. cerevisiae CIT2-GFP strain, flow cytometry, 3 h; 100 means same as DMSO wells;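 active = GFP response relative to DMSO above a set limit, near the screen mean plus 3 SD, cut at about 150% in these data; inconclusive = Fewer than 70 cells measured for a yeast strain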;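 note: ratio of well median GFP fluorescence to mean of DMSO wells on the plate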
AGP1-GFP MLPCN: modulators of TOR pathway AGP1-GFP in S. cerevisiae; S. cerevisiae AGP1-GFP multiplex flow cytometry, 3 h; GFP as percent of DMSO wells; GFP response vs DMSO, % at 10 µM; hit rate 0.02% among 320,000; AID 2066;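 active = GFP response relative to DMSO above a set limit, near screen average plus 3 SD, cut at about 150% in these data; inconclusive = fewer than 70 cells counted for the yeast strain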;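 note: median GFP channel fluorescence of the gated AGP1 strain per well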
RPL19A-GFP yeast: yeast TOR pathway RPL19A-GFP modulation. S. cerevisiae RPL19A-GFP strain, flow cytometry, 3 h; stronger effect = lower value. percent response vs DMSO, % at 10 µM. AID 2025. hit rate 0.3% among 330,000;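 active = percent response vs DMSO below 50%; inconclusive = fewer than 70 events counted for the yeast strain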;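 note: median channel GFP fluorescence of the barcoded RPL19A-GFP strain; ratio of sample median GFP to plate DMSO average so 100% = DMSO; lower means less RPL19A-GFP as with rapamycin TOR inhibition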
VLA-4 inh: inhibition in a human VLA-4 binding assay. inhibition, % (about 7 µM as worked out from the volumes in the protocol). hit rate 0.2% among 330,000. AID 2557. VLA-4 expressing cells, ligand binding flow cytometry; in the data active = inhibition above about 50%
CR mimetic SO: caloric restriction mimetics inhibiting age-related superoxide in yeast | S. cerevisiae aged cells, superoxide DHE fluorescence; stronger effect = lower value | superoxide response (% of plate mean), % at 10 µM | hit rate 0.18% among 330,000;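 active = superoxide response under a set limit, about three screen SD below normal, cut at about 65% in these data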;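 note: yeast aged for seven days with compound at 30 °C before DHE staining; 100% = average MFI of all compound-treated wells on the plate with controls excluded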
LAP4 TOR yeast: modulators of TOR pathway LAP4-GFP in S. cerevisiae. S. cerevisiae LAP4-GFP multiplex, flow cytometry GFP, 3 h; median GFP as percent of DMSO wells. hit rate 0.34% among 320,000. AID 2023. GFP response vs DMSO, % at 10 µM;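 active = GFP response vs DMSO above a set limit, about the screen mean plus 3 SD, cut at about 150% in these data; inconclusive = under 70 cell events counted for the yeast strain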
The depositor's hits bear a star; u = inconclusive; x = no result given; [ ] = remark or other dose. An unsorted share of the library; any-hit rate near 1.7%.

SMILES	GRK2 aptamer HTS	MEP2-GFP yeast	CIT2 TOR yeast	AGP1-GFP MLPCN	RPL19A-GFP yeast	VLA-4 inh	CR mimetic SO	LAP4 TOR yeast
NC(N)=NCc1cccc(I)c1	0	92	116	95	103	1	92	109
COCc1cc(C)n(CC(=O)Nc2ccc(N3CCOCC3)cc2)c(=O)c1C#N	0	102	105	115	103	29	98	99
CCCn1c(C)c(C(=O)OCC)c(O)c(-c2ccccc2)c1=O	1	95	96	101	95	16	121	97
O=C(CN1CCC(NC(=O)Nc2ccccc2-c2ccccc2)CC1)NCc1ccco1	0	101	106	107	103	-9	84	104
CCn1c2ccccc2c2cc(NC(=O)COC(=O)c3ccccc3Br)ccc21	2	103	96	102	103	-10	103	99
Cc1ccc(C(=O)N(CC(=O)NC2CCCC2)Cc2cccs2)s1	0	100	99	99	98	4	113	104
CCC(C)Sc1cccc(-c2nc3cc(C)ccn3c2NCc2ccccc2)c1 (stereo not drawn)	0	96	85	90	94	-11	93	108
CC(=O)Nc1ccc(-c2ccc(NC(C)=O)c(O)c2)cc1O	0	105	86	94	101	5	86	100
COc1cc(/C=N/NC(=O)CNC(=O)c2ccncc2)ccc1O	2	106	108	103	118	5	109	61
COc1cccc(OCc2nn[nH]n2)c1	0	108	101	103	107	5	96	97
CCN1CCN(c2ccc(S(=O)(=O)N3CCCCC3)cc2NC(=O)COc2ccc(Cl)cc2)CC1	0	102	102	111	101	-1	104	115
CSc1ncccc1C(=O)OCC(=O)Nc1ccc2c(c1)CCC2	0	87	85	89	90	11	79	89
O=C(CS(=O)(=O)c1ccccc1)Nc1nc(-c2ccc(F)cc2)cs1	0	99	100	104	97	2	105	105
COc1ccc(-n2nnc3c(=O)n(CC(=O)Nc4ccc5c(c4)OCCO5)cnc32)cc1OC	0	115	109	111	102	-3	102	111
C=CCOC(=O)c1cn(CC)c2nc(C)ccc2c1=O	4	96	90	92	93	-4	105	83
OCC1(CCOc2ccccc2)CCN(C2Cc3ccccc3C2)CC1	0	105	101	101	105	6	129	96
CCCNC(=O)COc1coc(CN2CCN(c3ccccc3F)CC2)cc1=O	0	97	102	112	102	18	88	106
COc1ccc(CNC(=O)Cn2cccc2C(=O)c2ccccc2)cc1	0	96	101	102	99	3	93	98
COc1ccc(S(=O)(=O)N2CCCCC2)cc1N(C)S(=O)(=O)c1ccccc1	4	103	100	97	101	8	97	104
O=C(NC1CC1)c1ccc(F)cc1Cl	5	103	101	103	98	13	85	97
CC(=O)NC1(C(F)(F)F)C(=O)NC(C)=C1C#N (stereo not drawn)	1	99	91	92	90	8	106	90
COc1ccccc1NC(=O)COC(=O)c1c[nH]c(=O)[nH]c1=O	0	108	104	105	100	-5	90	108
C/C(=N/Oc1nc(C)cc(C)n1)c1ccc(Cl)cc1Cl	0	104	98	99	97	-9	99	105
CCOC(=O)c1c(CN(C)C)n(-c2ccccc2)c2cc(Br)c(OC)cc12	1	106	107	108	105	20	79	105
c1ccc(-c2nnc(SCc3cn4ccsc4n3)o2)cc1	1	93	90	90	95	7	83	106

(continued)
SMILES	GRK2 aptamer HTS	MEP2-GFP yeast	CIT2 TOR yeast	AGP1-GFP MLPCN	RPL19A-GFP yeast	VLA-4 inh	CR mimetic SO	LAP4 TOR yeast
CC(=O)c1cccc(Nc2nc(N3CCOCC3)nc(N3CCOCC3)n2)c1	1	226*[may fluoresce violet]	u	18[may fluoresce violet]	56[may fluoresce violet]	4	79	90[may fluoresce violet]
COc1ccc(CC(=O)NCc2nnc(SCC(=O)Nc3ccccc3)n2C)cc1	0	105	114	103	104	0	83	94
Cc1cc(=O)c2ccccc2n1CC(=O)NCc1ccccc1	0	103	111	110	105	-8	92	102
COc1ccc(S(=O)(=O)N2CCC(Nc3ccccc3Cl)CC2)cc1	2	95	99	82	102	8	89	73
CCCC(C(=O)O)n1c(O)c(C=C2N=c3ccccc3=N2)sc1=S (stereo not drawn)	2	91	99	95	92	-2	106	85
COc1ccc(CCN(C)Cc2c(O)ccc3ccccc23)cc1OC	2	104	97	95	102	-14	104	92
CCCCNC(=S)NNC(=O)c1ccc2c(c1)OCO2	0	94	98	98	100	-4	102	91
CC(OC(=O)c1ccccc1C(=O)N(C)c1ccccc1)C(=O)Nc1ccccc1[N+](=O)[O-] (stereo not drawn)	0	104	109	116	102	22	94	115
Cc1ccc(S(=O)(=O)Nc2ccc(N3CCOCC3)cc2)cc1C	3	91	90	86	94	2	93	87
CC(=O)Nc1ccc(-c2csc(NCc3ccco3)n2)cc1	0	112	113	x	107	3	89	121
CC/C(=N\NC(C)=O)c1ccc(OC(F)F)cc1	0	98	102	107	111	-5	123	95
CCSc1nnc(-c2ccccc2N=Cc2c(C)[nH]n(-c3ccccc3)c2=O)c(=O)[nH]1	0	99	93	99	102	5	97	99
Cc1ccc(-n2c(SCC(N)=O)nnc2-c2ccccn2)cc1	6	99	101	104	97	0	91	96
O=C(Nc1ccc(N2CCCCC2)cc1)C(Cl)c1ccccc1 (stereo not drawn)	0	99	95	101	101	38	118	106
CC(=O)C1=C(O)C(=O)N(c2ccc(Br)cn2)C1c1ccc(F)cc1 (stereo not drawn)	0	104	102	100	105	8	128	94
CCOc1ccc(N(C)S(=O)(=O)c2c[nH]c(C(=O)OC)c2)cc1	0	95	100	104	100	-2	104	98
Cc1cc(N2CCN(C)CC2)nc2ccc(NC(=O)c3cccnc3Cl)cc12	7	97	86	99	97	-1	93	x
COc1ccc(CNC(=O)CN(C(=O)CCC(=O)Nc2ccccn2)c2ccccc2OC)cc1	4	106	111	112	102	10	97	102
O=C(Cc1ccccc1)Nc1cccc([N+](=O)[O-])c1	0	101	98	94	98	2	95	103
COc1ccc(C2C3=C(N=C4SCC(=O)N42)c2ccccc2CC3)cc1OC (stereo not drawn)	1	93	93	103	90	-13	92	96
CC1CCC(N2CCN(c3ccc([N+](=O)[O-])cc3)CC2)CC1 (stereo not drawn)	0	108	105	103	107	15	103	104
CCn1c(SCC(=O)NCC2CCCO2)nnc1-c1ccccc1OC (stereo not drawn)	2	90	94	92	96	19	95	93
COc1ccc(N(CC(=O)NC2CC3CCC2C3)S(=O)(=O)c2ccc(C)cc2)cc1OC (stereo not drawn)	0	109	113	111	110	-3	85	108
O=C(Cn1ncc2c(=O)oc3ccccc3c21)NCCCN1CCCC1=O	4	94	96	89	92	3	102	94
CCCCOc1ccc(/C=C/C2=CC(C)(C)NC(=S)N2)cc1OCC	4	105	103	106	105	9	91	96

Arranged by SMILES length (rising): part of the list above
SMILES	GRK2 aptamer HTS	MEP2-GFP yeast	CIT2 TOR yeast	AGP1-GFP MLPCN	RPL19A-GFP yeast	VLA-4 inh	CR mimetic SO	LAP4 TOR yeast
CCCCNC(=S)NNC(=O)c1ccc2c(c1)OCO2	0	94	98	98	100	-4	102	91
Cc1cc(=O)c2ccccc2n1CC(=O)NCc1ccccc1	0	103	111	110	105	-8	92	102
CC(=O)Nc1ccc(-c2csc(NCc3ccco3)n2)cc1	0	112	113	x	107	3	89	121
O=C(Cc1ccccc1)Nc1cccc([N+](=O)[O-])c1	0	101	98	94	98	2	95	103
COc1ccc(CCN(C)Cc2c(O)ccc3ccccc23)cc1OC	2	104	97	95	102	-14	104	92
Cc1ccc(S(=O)(=O)Nc2ccc(N3CCOCC3)cc2)cc1C	3	91	90	86	94	2	93	87
COc1ccc(S(=O)(=O)N2CCC(Nc3ccccc3Cl)CC2)cc1	2	95	99	82	102	8	89	73
CC1CCC(N2CCN(c3ccc([N+](=O)[O-])cc3)CC2)CC1 (stereo not drawn)	0	108	105	103	107	15	103	104
CCOc1ccc(N(C)S(=O)(=O)c2c[nH]c(C(=O)OC)c2)cc1	0	95	100	104	100	-2	104	98
CC(=O)C1=C(O)C(=O)N(c2ccc(Br)cn2)C1c1ccc(F)cc1 (stereo not drawn)	0	104	102	100	105	8	128	94
COc1ccc(C2C3=C(N=C4SCC(=O)N42)c2ccccc2CC3)cc1OC (stereo not drawn)	1	93	93	103	90	-13	92	96
COc1ccc(CNC(=O)CN(C(=O)CCC(=O)Nc2ccccn2)c2ccccc2OC)cc1	4	106	111	112	102	10	97	102
COc1ccc(N(CC(=O)NC2CC3CCC2C3)S(=O)(=O)c2ccc(C)cc2)cc1OC (stereo not drawn)	0	109	113	111	110	-3	85	108
CC(OC(=O)c1ccccc1C(=O)N(C)c1ccccc1)C(=O)Nc1ccccc1[N+](=O)[O-] (stereo not drawn)	0	104	109	116	102	22	94	115

(next part)
SMILES	GRK2 aptamer HTS	MEP2-GFP yeast	CIT2 TOR yeast	AGP1-GFP MLPCN	RPL19A-GFP yeast	VLA-4 inh	CR mimetic SO	LAP4 TOR yeast
Cc1ccc(N2C(=O)C(Cl)=C(NCc3ccccc3)C2=O)c(C)c1	7	99	92	104	101	4	110	111
O=C1c2ccccc2C(=O)N1CCc1nc(-c2ccncc2)no1	1	99	101	103	101	2	95	107
CCOC(=O)[C@H]1[C@H]2COc3ccc(Cl)cc3[C@@H]2N2C(=O)CN(Cc3ccccc3)C(=O)[C@@]12C	3	90	96	95	92	14	71	94
Cc1ccc(NC(=O)CN2CCCC2c2cccn2C)cc1C (stereo not drawn)	1	116	124	101	100	-5	86	96
Cc1nn(C(=O)c2cccs2)c(N)c1-c1ccccc1	1	99	101	90	98	-14	90	94
O=C(NCC1COc2ccccc2O1)C1CCCN(S(=O)(=O)c2cnc[nH]2)C1 (stereo not drawn)	2	125	98	96	94	11	97	96
CC(C)CN1CCC(=O)N(CCSc2ccccc2)CC1	1	89	67	74	97	16	112	130
CN(C)C(CNS(=O)(=O)c1ccc(Br)cc1)c1cccnc1 (stereo not drawn)	0	107	111	103	106	-2	92	93
Cc1ccc(/C=C/C(=O)c2ccccc2O)cc1	0	126	110	108	109	4	96	103
Cc1cccc(CCNC(=O)C2CCC(=O)N2Cc2ccc(F)cc2)c1 (stereo not drawn)	1	97	98	101	94	1	89	104
Cc1cc(C)c2sc(N(CCN(C)C)C(=O)c3c(F)cccc3F)nc2c1	0	101	104	100	101	8	106	106
O=C1c2cccnc2C(=O)N1Cc1ccc(S(=O)(=O)N2CCOc3ccc(Cl)cc32)cc1	1	106	99	97	100	-2	96	99
CCN(CC)CCOC(=O)c1ccc([N+](=O)[O-])cc1	0	101	97	103	102	2	105	106
COc1ccc(CCN(Cc2ccccn2)C(=S)Nc2ccc(C)cc2)cc1OC	0	96	95	107	101	18	99	104
O=c1c(-c2nnc(SCc3ccc(Cl)cc3Cl)o2)cccn1Cc1ccccc1	3	91	92	95	97	1	111	102
CCOC(=O)C1=C(N)Oc2c(oc(CO)cc2=O)C1c1ccc(F)c(F)c1 (stereo not drawn)	1	92	97	98	97	15	101	99
COc1ccc(NC(=O)C23CC4CC(CC(Cl)(C4)C2)C3)cc1S(=O)(=O)N1CCOCC1	0	89	94	96	98	9	101	88

Three structures from above, arranged by heavy-atom count, lowest first.
SMILES	GRK2 aptamer HTS	MEP2-GFP yeast	CIT2 TOR yeast	AGP1-GFP MLPCN	RPL19A-GFP yeast	VLA-4 inh	CR mimetic SO	LAP4 TOR yeast
CC(C)CN1CCC(=O)N(CCSc2ccccc2)CC1	1	89	67	74	97	16	112	130
Cc1cccc(CCNC(=O)C2CCC(=O)N2Cc2ccc(F)cc2)c1 (stereo not drawn)	1	97	98	101	94	1	89	104
O=c1c(-c2nnc(SCc3ccc(Cl)cc3Cl)o2)cccn1Cc1ccccc1	3	91	92	95	97	1	111	102
